# EPAC2 agonist – EPAC2 (human) agonism. Q8WZA2. EPAC2 activation, biochemical qHTS; response scale: 100% = 6.5 mM cAMP response. Potency, µM (doses to about 154 µM), for inactives: at the top dose activation, actives largely listed as activators. 0.079% of 360,000 active; also: nearly all actives have a fitted effect of over 50% in size
#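 Compounds were added across a concentration range to EPAC2 (100 nM), RAP1B-BODIPY-GDP (250 nM) and GDP (50 uM). After 5 min at room temperature, fluorescence was recorded at 5-min intervals for 30 min.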
# aSyn rescue – rescues yeast growth from alpha-synuclein toxicity | Potency, µM (doses to about 46.1 µM), inactives show top-dose growth rescue (activation), hits mostly activators | AID 652106 | Yeast expressing alpha-synuclein, growth rescue, BacTiter-Glo, 24 h | 0.14% of 370,000 active; also: % of control where 0% means no effect; nearly all actives have a fitted effect of over 65% in size
#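 Galactose-induced alpha-syn yeast (OD600=0.02, raffinose-pregrown) + pinned cpd, 24 hr, 30 deg C; growth by BacTiter-Glo luminescence. Growth restoration scores as activation.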
# FUS yeast rescue – suppressors of FUS proteinopathy in yeast; S. cerevisiae FUS-expressing, growth rescue, OD600, 24 h; Potency, µM (top dose mostly 76.6 µM), for inactives: at the top dose growth rescue (activation), most hits filed as activators; AID 1347120; 0.24% of 390,000 active;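 also: plate controls were DMSO vehicle for no effect and reference control for full effect; nearly all actives have a fitted effect of over 55% in size; some results filed as inactive show a strong effect at the top dose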
#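 Read-out: OD at 600 nm after 24hr at 30C, reporting rescue of FUS-induced yeast toxicity. Cells at OD 0.005 in galactose (2%) minimal medium; compounds tested in a dilution series; CP55940 titration from 92uM final as control.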
# EPAC1 antag – EPAC1 (human) antagonism; EPAC1 GEF assay, Rap1b-BODIPY-GDP exchange fluorescence; Potency, µM (titrated, usually from 115 µM), for inactives: at the top dose activity change, negative = inhibition, actives largely listed as inhibitors; 0.14% of 360,000 active; O95398;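 also: plate controls were vehicle for no effect and positive control for full effect; nearly all actives have a fitted effect of over 50% in size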
# Target sequence (O95398 whole entry, looked up): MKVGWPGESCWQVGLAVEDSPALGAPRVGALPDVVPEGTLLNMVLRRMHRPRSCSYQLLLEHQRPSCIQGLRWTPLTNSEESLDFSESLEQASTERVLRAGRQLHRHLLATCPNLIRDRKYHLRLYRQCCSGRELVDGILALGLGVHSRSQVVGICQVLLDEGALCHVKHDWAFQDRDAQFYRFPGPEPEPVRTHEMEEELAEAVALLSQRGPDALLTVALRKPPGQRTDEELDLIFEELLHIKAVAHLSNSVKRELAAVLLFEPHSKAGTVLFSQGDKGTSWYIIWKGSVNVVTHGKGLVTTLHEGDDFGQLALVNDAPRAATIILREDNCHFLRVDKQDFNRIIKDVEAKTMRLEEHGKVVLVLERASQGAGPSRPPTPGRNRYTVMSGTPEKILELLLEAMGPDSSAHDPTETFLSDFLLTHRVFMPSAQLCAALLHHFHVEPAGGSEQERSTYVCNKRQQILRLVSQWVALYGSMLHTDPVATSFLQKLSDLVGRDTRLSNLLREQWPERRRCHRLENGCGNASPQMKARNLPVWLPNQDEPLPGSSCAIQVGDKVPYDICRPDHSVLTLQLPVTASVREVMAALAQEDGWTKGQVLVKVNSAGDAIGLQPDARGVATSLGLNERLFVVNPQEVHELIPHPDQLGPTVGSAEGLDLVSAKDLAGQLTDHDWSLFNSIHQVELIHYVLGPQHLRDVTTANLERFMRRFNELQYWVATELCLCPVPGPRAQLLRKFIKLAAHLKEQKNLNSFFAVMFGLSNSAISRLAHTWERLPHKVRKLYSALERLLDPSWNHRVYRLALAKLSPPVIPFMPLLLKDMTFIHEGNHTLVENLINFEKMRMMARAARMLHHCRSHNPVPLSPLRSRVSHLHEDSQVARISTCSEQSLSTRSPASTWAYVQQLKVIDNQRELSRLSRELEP
# TDP-43 yeast inh – TDP-43 toxicity inhibition in yeast. TDP-43 expressing yeast growth rescue, BacTiter-Glo, 24 h. Potency, µM (highest dose often 46.1 µM), for inactives: top-dose growth rescue (activation), actives largely listed as activators. 1.8% of 410,000 active; also: % of control where 0% means no effect; nearly all actives have a fitted effect of over 50% in size
#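 In this qHTS, compounds that restore growth of yeast expressing TDP-43 appear as activators. Cells (OD600=0.02, galactose medium, raffinose-pregrown) are incubated with compound 24 hr at 30 deg C and growth is quantified by BacTiter-Glo.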
# PTHR1 agonist – agonists of human PTHR1 parathyroid hormone receptor. Potency, µM (highest dose often 115 µM), for the others: top-dose activation, most hits filed as activators. HEK293 GP2 PTHR1 cells, GloSensor cAMP luminescence, 1 h. 0.075% of 410,000 active; also: nearly all actives have a fitted effect of over 55% in size; some results filed as inactive show a strong effect at the top dose; inactives centre near -15; many of its hits are not listed in these tables
#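 HEK-293-derived GP2 cells expressing PTHR1 and a GloSensor cAMP reporter, 3,000/well, plated overnight, given luciferin plus IBMX (each 0.5 mM as added) for 1 h at 37 °C, then compound for 1 h at 37 °C. Luminescence was read after 15 min at room temperature.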
# EPAC2 antag – antagonists of human EPAC2; Q8WZA2; EPAC2 GEF exchange of Rap1B-BODIPY-GDP, fluorescence; Potency, µM (highest dose often 114 µM), for the others: at the top dose activity, negative = inhibition, usual class: inhibitors; 0.18% of 360,000 active; also: % is scaled to controls: 0 for no effect and ±100 for the full control effect; nearly all actives have a fitted effect of over 45% in size; many of its hits are not listed in these tables
# EPAC1 ag – agonists of human EPAC1; O95398; EPAC1 agonist qHTS, biochemical assay; response scale: 100% = response to 6.5 mM cAMP; Potency, µM (series often up to 154 µM), for inactives: top-dose activation, actives largely listed as activators; 0.073% of 360,000 active; also: nearly all actives have a fitted effect of over 60% in size
#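 EPAC1 100 nM, Rap1B–BODIPY-GDP 250 nM, unlabeled GDP 50 uM; compound titration; 5 min RT; kinetic read ex480/em540 at 5-min intervals ×30 min; data normalized to 6.5 mM cAMP agonist control.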
# * marks the source's active call; other numbers are inactive results; i = inactive; ? = inconclusive; . = not tested or not shown; [ ] = another dose, or the depositor's remark. Calls follow the shape of the dose curve; as a rule, active = well fitted curve in the direction sought with a large enough effect; inconclusive = small, poorly fitted or top-dose-only effect, or another doubt; inactive = no such curve, though single readings can be large; an effect the other way counts as inactive or inconclusive. Potency is read from the fitted curve at half-maximal effect.
# Assay codes: A = EPAC2 agonist; B = aSyn rescue; C = FUS yeast rescue; D = EPAC1 antag; E = TDP-43 yeast inh; F = PTHR1 agonist; G = EPAC2 antag; H = EPAC1 ag
Cc1cc(=O)c2ccc3ccccc3c2[nH]1
  A: -10% | B: 2% | C: 11% | D: -12% | E: -18% | F: -16% | G: 5% | H: -4%
CC(=O)Nc1ccc(OC(=O)Oc2ccc(NC(C)=O)cc2)cc1
  A: -9% | B: 6% | C: 16% | D: 4% | E: 0% | F: i | G: -9% | H: -14%
COc1cccc(N2CC(C(=O)Nc3nnc(SCCN4CCOCC4)s3)CC2=O)c1 (centres undefined)
  A: -1% | B: -2% | C: 28% | D: -12% | E: -12% | F: -17% | G: 1% | H: -3%
Cc1cc(C)nc(SCc2nnc(SCC(=O)Nc3ccc(Cl)c(C(F)(F)F)c3)o2)n1
  A: -3% | B: 5% | C: 15% | D: -8% | E: -13% | F: -18%[57.5 µM] | G: -17% | H: 16%
O=C(Cn1nc(-c2ccccc2)c2ccccc2c1=O)NN1CCOCC1
  A: 1% | B: -1% | C: 9% | D: 14% | E: -6% | F: i | G: 8% | H: -3%
O=C(Cn1c(=O)oc2ccc(Cl)cc21)Nc1ccon1
  A: 9% | B: 0% | C: -9% | D: -4% | E: 11% | F: -1% | G: -1% | H: 5%
CCC(C(=O)NCc1cccnc1)n1nc(C)n2c(cc3occc32)c1=O (centres undefined)
  A: 0% | B: -8% | C: -2% | D: -15% | E: 5% | F: i | G: 8% | H: 1%
CCCNC(=O)CCc1c(C)nc2c(c(C)nn2-c2ccc(C)cc2)c1C
  A: -5% | B: -6% | C: -23% | D: 7% | E: 14% | F: -78%[inhibitor] | G: 9% | H: -4%
Cc1cc(F)ccc1NC(=S)NC1CCCC1
  A: 8% | B: -7% | C: 0% | D: 7% | E: 14% | F: i | G: -6% | H: 12%
CCCCNC(=O)[C@@](CC)(ONc1ccccc1C(F)(F)F)c1cccc2ccccc12
  A: 6% | B: -1% | C: 29% | D: -20% | E: 1% | F: -23% | G: -20% | H: 5%
O=C(Cn1nnc(-c2ccc(NC(=O)c3ccccc3F)cc2)n1)NCc1ccc(F)cc1
  A: 3% | B: -1% | C: -27% | D: -11% | E: 15% | F: i | G: -18% | H: 5%
CCCCN1CN(Cc2ccco2)CNC1=S
  A: 8% | B: 1% | C: 5% | D: 2% | E: 3% | F: i | G: 6% | H: 6%
Cc1ncc(CN2CCCC(C(=O)Nc3ccc(-c4cccc(F)c4)cc3)C2)s1 (centres undefined)
  A: 6% | B: 9% | C: . | D: 3% | E: -5% | F: -23% | G: -2% | H: 8%
C=CCNC(=O)c1ccc2c(=O)n(CCCN3CCCC3=O)c(=S)[nH]c2c1
  A: 19% | B: -3% | C: 3% | D: -13% | E: 5%[9.22 µM] | F: 4% | G: 0% | H: 4%
O=C(CSc1cccc[n+]1[O-])Nc1ccccc1C(F)(F)F
  A: 2% | B: -5% | C: 5% | D: -23% | E: -32%[inhibitor] | F: ? | G: -10% | H: 5%
CCOCCCNC(=O)/C(C#N)=C/c1cc(Br)c(O)c(Br)c1
  A: 5% | B: 11% | C: 7% | D: 12% | E: -18% | F: -60%[inhibitor] | G: 10% | H: -8%
CC(=O)Nc1ccc(S(=O)(=O)N(C)CC(=O)NC2=NCCS2)cc1
  A: 6% | B: 4% | C: 7% | D: -4% | E: 18% | F: i | G: 7% | H: -8%
COc1ccc(CNC(=O)COC(=O)CCOc2ccccc2)cc1
  A: -4% | B: -1% | C: . | D: -10% | E: ? | F: 0% | G: 3% | H: -8%
Nc1ccc(Cl)cc1C(=O)c1ccc[nH]1
  A: 8% | B: 7% | C: -26% | D: -4% | E: ? | F: i | G: -7% | H: -5%
CCOc1ccc(CCNC(=O)CS(=O)(=O)Cc2nc(-c3cccc(OC)c3)oc2C)cc1
  A: -12% | B: -5% | C: -6% | D: -3% | E: 19% | F: -38%[inhibitor] | G: -5% | H: -18%
O=C(N=C1SC2CS(=O)(=O)CC2N1c1ccc(F)cc1)C1CCCCC1 (centres undefined)
  A: 10% | B: -2% | C: 23% | D: 11% | E: -9% | F: -3% | G: -6% | H: -10%
Nc1c(C(=O)Nc2ccc(F)cc2)nnn1-c1cccc(C(F)(F)F)c1
  A: -2% | B: 0% | C: 2% | D: ? | E: -2%[9.22 µM] | F: -15% | G: -21% | H: 3%
COc1ccc(CCC(=O)Nc2ccc(S(=O)(=O)Nc3ncccn3)cc2)cc1
  A: 8% | B: -1% | C: 3% | D: -1% | E: 15% | F: -2% | G: 2% | H: 9%
CCN(CC(=O)Nc1ccc2c(c1)OCCO2)C(=O)c1ccc(S(=O)(=O)N(C)C)cc1
  A: 23% | B: -5% | C: -2% | D: 10% | E: -28% | F: 1% | G: 23% | H: -6%
CC(C)C(O)(C#CCN1CCCCCC1)c1ccccc1 (centres undefined)
  A: 9% | B: 0% | C: 14% | D: 6% | E: -5% | F: i | G: -9% | H: 7%
COc1ccc(N(CCC(=O)NCCc2ccccc2)S(=O)(=O)c2ccc(C)cc2C)cc1
  A: 11% | B: 13% | C: 43% | D: -17% | E: -5% | F: -4% | G: 1% | H: 5%
Cc1cccc(C)c1NC(=O)CSc1nc(-c2ccco2)cc(C(F)(F)F)n1
  A: -2% | B: 1% | C: 7% | D: 9% | E: 5% | F: -3%[57.5 µM] | G: 14% | H: -1%
COc1ccc(CNC(=O)C(CCSC)NC(=O)c2ccco2)cc1 (centres undefined)
  A: 8% | B: 9% | C: -5% | D: -16% | E: -17% | F: i | G: -4% | H: 0%
CC(C)(C)OC(=O)N1CCC(c2nnc(SCc3ccccc3)o2)CC1
  A: . | B: 9% | C: 20% | D: . | E: 19% | F: i | G: . | H: .
COc1ccc(-c2[nH]ncc2CNC(C)c2cn(C)nc2C)c(F)c1 (centres undefined)
  A: 4% | B: -6% | C: -9% | D: 1% | E: -7% | F: i | G: 5% | H: -5%
COc1ccc(Cc2nc(N)nc(N)n2)cc1
  A: -4% | B: 1% | C: 1% | D: 0% | E: -1% | F: 5%[57.5 µM] | G: -4% | H: 0%
COc1ccc(-c2csc(Nc3ccc(Oc4ccccc4)cc3)n2)cc1
  A: 17% | B: -9% | C: 9% | D: 3% | E: 15% | F: -22% | G: 3% | H: 2%
N#Cc1c(N)nc2c(c1-c1ccc(F)cc1)c(=O)nc1sccn12
  A: 5% | B: -1% | C: 8% | D: -1% | E: -6%[9.22 µM] | F: i | G: -2% | H: 1%
Cc1cc(/C=C2/SC(=O)N(CC(=O)N3CCCC3)C2=O)c(C)n1C
  A: 8% | B: -4% | C: 0% | D: 1% | E: 8% | F: i | G: 0% | H: 2%
CCN(CC)CC(O)Cn1c2ccccc2c2ccccc21 (centres undefined)
  A: 13% | B: 0% | C: -10% | D: 4% | E: 14% | F: i | G: -1% | H: 20%
Cc1cc(C(=O)NCCc2ccc(Cl)cc2)c2ccccc2n1
  A: 10% | B: -3% | C: 14% | D: 16% | E: 19% | F: -60%[inhibitor] | G: -16% | H: 1%
COc1ccc(Cl)cc1NS(=O)(=O)c1cccc(C(=O)NC2CC2)c1
  A: -10% | B: -2% | C: . | D: 11% | E: 19% | F: -2% | G: -1% | H: 4%
Cc1ccc(C)c(S(=O)(=O)N2CCCC2CNC(=O)C(=O)NCCN2CCOCC2)c1 (centres undefined)
  A: 0% | B: 4% | C: 9% | D: -2% | E: 6% | F: -18% | G: 18% | H: -7%
Cc1nc(SCc2cccnc2)[nH]c(=O)c1C
  A: 11% | B: -1% | C: -24% | D: -15% | E: 5% | F: i | G: -4% | H: 7%
O=C(COC(=O)c1ccccc1)c1ccc2c(c1)OCCO2
  A: 12% | B: -20% | C: 3% | D: -24% | E: -13% | F: -51%[inhibitor] | G: -8% | H: 6%
NC1=C(c2ccccc2)C(=O)NC1=O
  A: 5% | B: -3% | C: 3% | D: -23% | E: 8% | F: i | G: 0% | H: 6%
COCc1ccc(C(=O)N2CCCC(Nc3ccc(C(C)C)cc3)C2)s1 (centres undefined)
  A: -2% | B: -2% | C: . | D: -9% | E: 10% | F: -34%[inhibitor] | G: -6% | H: 2%
COc1ccc(-n2nc3c(N4CCC(C(=O)NCc5cccc(C)c5)CC4)nnc(C)c3c2C)cc1
  A: 4% | B: -17% | C: 7% | D: -24% | E: -2% | F: -22% | G: 8% | H: -3%
CCN1C(=O)[C@H]2[C@H]3CN=C(SC)N3[C@@](Cc3ccccc3)(C(=O)OC)[C@H]2C1=O
  A: 8% | B: ? | C: -28% | D: -24% | E: 14% | F: i | G: -5% | H: -19%
Cc1cccc(C(C)C)c1NC(=O)COC(=O)COc1ccc2c(C)cc(=O)oc2c1
  A: 0% | B: 1% | C: 14% | D: -22% | E: 5% | F: -15% | G: 1% | H: -3%
CN(NC(=O)Nc1ccccc1)c1cnn(C)c(=O)c1Cl
  A: 11% | B: -16% | C: -26% | D: -23% | E: -19% | F: 15% | G: 22% | H: -6%
COC(=O)c1ccc(CSc2nnnn2-c2ccc(C)cc2C)o1
  A: 11% | B: 4% | C: 7% | D: -16% | E: 8% | F: i | G: -16% | H: 10%
O=C(CCc1ccccc1)NNC(=O)C1CCCCC1
  A: 11% | B: -1% | C: 29% | D: 0% | E: -22% | F: ? | G: 0% | H: 6%

# This is a subset. The share of hits here may be higher or lower than overall.
